MT1-MMP act inh = inhibitors of human MT1-MMP activation. P50281. HT1080 RFP-PRO-GFP cells, GFP/RFP ratio fluorescence, overnight; percent of plate control window, DMSO zero. GFP/RFP ratio change, % at 20 µM. hit rate 0.061% among 360,000;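 active = GFP/RFP ratio change of at least 30% with cell ATP level not reduced by more than half and red fluorescence within 50% of control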; note: strong numbers were not always called active
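Assay system: HT1080 cells carrying an RFP-PRO-GFP reporter | Dosing: Single dose of 20 µM compound, 1% DMSO final | Incubation: Cells overnight before dosing, compound overnight, 37 °C, 5% CO2 | Evaluation: GFP/RFP fluorescence ratio | Control set: DMSO and RFP-L50D-GFP cell wells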
bovine MsrA act = activators of bovine methionine sulfoxide reductase A. purified bovine MsrA, absorbance read-out. activation, % at 10.6 µM. hit rate 0.3% among 360,000. AID 602163; in the data active = activation above about 7.5%;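 note: 0% = vehicle and 100% = reference activator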
FAS-TE inh = FAS thioesterase (human) inhibition; recombinant FAS-TE, OMFH fluorogenic substrate, fluorescence endpoint; hit rate 0.67% among 360,000; P49327; inhibition, % at 15 µM;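 active = compounds whose normalised, plate-corrected inhibition of enzyme fluorescence in the single-dose primary screen is 50% or more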;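 note: 0% = DMSO with enzyme and 100% = substrate without enzyme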
E coli Lon inh = inhibits E. coli Lon protease; P0A9M0; purified E. coli Lon protease, fluorescence polarization; inhibition, % at 7.94 µM; hit rate 0.42% among 360,000; in the data active = inhibition above about 13%, passing the limit was not always enough;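 note: 0% = enzyme with probe and DMSO and 100% = no enzyme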
PABP1 MLLE inh = inhibitors of microRNA-mediated deadenylation, human PABP1 MLLE binding; P11940; GST-MLLE / FITC-PAM2 fluorescence polarization; inhibition, % at 20 µM; hit rate 0.36% among 360,000; AID 588489; in the data active = inhibition above about 35%, passing the limit was not always enough;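 note: plate controls were DMSO wells with GST-MLLE for no effect and wells lacking GST-MLLE protein for full effect; some results filed as inactive read as strong as hits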
Target sequence (P11940 whole entry, looked up): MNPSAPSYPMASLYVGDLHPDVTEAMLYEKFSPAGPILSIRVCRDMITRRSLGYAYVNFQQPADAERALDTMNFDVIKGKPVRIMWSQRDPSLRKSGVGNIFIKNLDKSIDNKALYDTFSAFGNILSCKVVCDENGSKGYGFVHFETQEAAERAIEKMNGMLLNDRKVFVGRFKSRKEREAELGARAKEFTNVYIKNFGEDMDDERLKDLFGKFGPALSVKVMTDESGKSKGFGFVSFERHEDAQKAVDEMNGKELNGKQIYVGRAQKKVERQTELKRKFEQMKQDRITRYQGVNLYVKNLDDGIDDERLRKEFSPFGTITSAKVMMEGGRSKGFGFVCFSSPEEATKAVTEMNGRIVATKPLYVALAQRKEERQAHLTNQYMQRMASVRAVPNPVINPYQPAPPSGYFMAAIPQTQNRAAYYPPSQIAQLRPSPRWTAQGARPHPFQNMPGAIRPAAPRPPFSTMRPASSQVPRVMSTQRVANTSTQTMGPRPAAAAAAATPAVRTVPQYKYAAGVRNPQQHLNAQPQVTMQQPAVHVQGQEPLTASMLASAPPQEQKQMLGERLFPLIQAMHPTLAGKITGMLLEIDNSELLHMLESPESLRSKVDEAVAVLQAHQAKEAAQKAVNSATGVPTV
Rpn11 inh = blocks the human proteasome subunit Rpn11 | human 26S proteasome, Ub4-pepOG fluorescence polarization; 20S core pre-blocked with epoxomicin | O00487 | calls only at 20 µM | hit rate 0.59% among 360,000;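 active = inhibition at 20 µM, scaled to each plate's controls, above about 33%, limit read from the data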
Target sequence (O00487 whole entry, looked up): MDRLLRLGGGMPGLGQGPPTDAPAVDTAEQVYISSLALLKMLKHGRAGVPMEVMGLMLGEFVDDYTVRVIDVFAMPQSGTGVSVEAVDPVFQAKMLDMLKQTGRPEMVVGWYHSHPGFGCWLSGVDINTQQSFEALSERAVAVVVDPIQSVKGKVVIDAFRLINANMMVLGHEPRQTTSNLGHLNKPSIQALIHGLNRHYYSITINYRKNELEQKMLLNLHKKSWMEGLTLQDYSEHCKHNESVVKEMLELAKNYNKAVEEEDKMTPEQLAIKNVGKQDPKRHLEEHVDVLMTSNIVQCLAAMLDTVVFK
MsrA inhibitor = bovine MsrA inhibition; purified bovine MsrA, absorbance read-out; inhibition, % at 15.5 µM; hit rate 0.75% among 360,000; AID 651718; in the data active = inhibition above about 4.5%;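 note: 0% = vehicle wells with enzyme and 100% = reference inhibitor wells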
Rin1-Abl PPI inh = human Rin1-Abl interaction inhibition. hit rate 0.4% among 360,000. inhibition, % at 7.35 µM. P00519+Q13671. TR-FRET Rin1/Abl binding, biochemical; in the data active = inhibition above about 5%, passing the limit was not always enough
CSN deneddyl inh = inhibitors of human CSN-mediated cullin deneddylation; AID 651999; Purified CSN, SCF-Nedd8-OG deneddylation, fluorescence polarization; Q92905; inhibition, % at 12.5 µM; hit rate 0.38% among 360,000;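 active = pattern-corrected inhibition above about 35%, with an unprinted fluorescence ratio check between 0.5 and 1.5, limit read from the data, passing the limit was not always enough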;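 note: 0% = enzyme with substrate and 100% = substrate without enzyme; some results filed as inactive read as strong as hits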
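Assay system: HEK293T-derived human Csn5 enzyme; quantity: 0.24 nM enzyme; medium: Tris/NaCl/DTT buffer, pH 7.5; also added: substrate SCFSkp2-Nedd8OG, 10 nM; doses: 12.5 µM compound; schedule: 90 min reaction at room temperature; signal: FP; read-out: % inhibition of substrate cleavage by Csn5; benchmarks: substrate-only high control, full reaction low control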
An asterisk follows results filed as active; i = inactive; . = no result given; + = active, no number.

SMILES | MT1-MMP act inh | bovine MsrA act | FAS-TE inh | E coli Lon inh | PABP1 MLLE inh | Rpn11 inh | MsrA inhibitor | Rin1-Abl PPI inh | CSN deneddyl inh
COc1ccc(CCN(Cc2cc3ccc(C)cc3[nH]c2=O)C(C)=O)cc1OC | 9 | -4 | -4 | -4 | 6 | i | -0.1 | 0 | -2
O=C1CCN(Cc2ccccc2)CCN1CCO | -1 | -8 | -12 | -4 | -11 | i | -0.2 | 4 | -4
OCc1cccc[n+]1Cc1ccccc1 | 0 | -5 | -10 | -1 | 6 | i | -0.3 | 2 | 6
C=CCOc1cccc(C(=O)N2CCCC(CNS(=O)(=O)c3cccs3)C2)c1 (centres undefined) | -4 | -10 | -9 | 1 | -15 | i | 0.8 | 2 | -8
O=C(NCC1CCN(C(=O)c2ccc([N+](=O)[O-])cc2)CC1)c1ccc([N+](=O)[O-])cc1 | -1 | -1 | 17 | 2 | 6 | i | 0.5 | 1 | 4
O=C(Cn1cnc2ccccc21)Nc1ccc(SC(F)F)cc1 | 0 | -4 | 1 | -7 | 4 | i | 0.4 | 2 | -4
O=C(O)CCNC(=O)C12CC3CC(CC(C3)C1)C2 | 3 | -2 | -2 | -8 | 0 | i | -0.3 | 1 | -7
O=C(CC1Oc2ccccc2NC1=O)NCCCN1CCN(Cc2ccccc2)CC1 (centres undefined) | 2 | -3 | -5 | 1 | -31 | i | . | -3 | -8
O=C1CC2(CCCC2)Oc2ccc(F)cc21 | 5 | 0 | -3 | 8 | -4 | i | -0.6 | 1 | 1
Cc1cccc(-c2nc3sc(C)cc3c(=O)o2)c1 | 2 | -4 | 35 | -2 | 12 | i | -1.5 | 0 | -4
COc1ccc2cc3cc(C(=O)N4CCN(c5ccccn5)CC4)oc3nc2c1 | -3 | -3 | 8 | 3 | 10 | i | 1.2 | -4 | -1
COC(=O)C(NC(=O)c1ccccc1Cl)(Nc1ncc(S(=O)(=O)c2ccc([N+](=O)[O-])cc2)s1)C(F)(F)F (centres undefined) | -12 | 1 | 36 | -4 | -1 | i | 0.0 | 0 | 2
COc1ccc(CC(=O)Nc2ccc3c(c2)OCO3)cc1S(=O)(=O)N1CCOCC1 | 3 | -4 | -10 | -4 | -18 | i | -0.3 | -5 | -4
O=C(NCCc1ccccc1)Nc1cccc(Cl)c1 | 4 | -2 | 3 | 2 | 0 | i | -0.1 | 0 | 8
NS(=O)(=O)c1ccc(NC(=O)CSc2nc3ccccc3[nH]2)cc1 | 0 | 0 | -1 | -3 | 10 | i | -0.5 | 1 | -1
Cc1ccc2nc(NS(C)(=O)=O)sc2c1 | 0 | -4 | 1 | 12 | -3 | i | 0.2 | -2 | -5
C[C@H]1CN([C@@H](C)CO)C(=O)c2cccc(NC(=O)C3CC3)c2O[C@H]1CN(C)CC1CCCCC1 | 2 | -2 | -7 | 2 | -1 | i | -1.0 | 3 | -4
NS(=O)(=O)c1ccc(NC(=O)c2ccc3c(c2)OCO3)cc1 | -2 | -2 | -3 | -6 | 6 | i | -0.6 | 4 | 5
Cc1ccccc1Nc1nc(N)nc(COC(=O)c2ccc(S(=O)(=O)N(C)C)cc2)n1 | 8 | -3 | -2 | 18 | 0 | i | 0.8 | 0 | -5
O=c1c(C/C=C/c2ccccc2)c(O)ccn1Cc1ccc(Cl)cc1Cl | 0 | -2 | 19 | 0 | -6 | i | 0.1 | 1 | 9
COc1cccc(-c2nc(-c3ccc4c(c3)-c3ccccc3S4(=O)=O)c(-c3ccccc3)[nH]2)c1OC | -7 | -11 | 43 | 0 | 4 | i | 4.3 | -2 | 3
COc1cc(/C=C(/C(=O)c2cccs2)c2nc3ccccc3[nH]2)ccc1O | -23 | -3 | -5 | 1 | -18 | i | 4.0 | 1 | 8
CCOc1ccc(S(=O)(=O)NCCCN2CCOCC2)cc1 | -1 | -3 | -8 | -6 | 1 | i | -1.4 | 2 | 4
O=C1NC[C@@H](CCCCN2C[C@H](Cc3ccccc3)N(CCC3CCCCC3)C(=O)C2=O)N(Cc2ccccc2)C1=O | 1 | 0 | 1 | -1 | . | . | -0.2 | . | 3

Looked up by structure from above:
SMILES | MT1-MMP act inh | bovine MsrA act | FAS-TE inh | E coli Lon inh | PABP1 MLLE inh | Rpn11 inh | MsrA inhibitor | Rin1-Abl PPI inh | CSN deneddyl inh
O=c1c(C/C=C/c2ccccc2)c(O)ccn1Cc1ccc(Cl)cc1Cl | 0 | -2 | 19 | 0 | -6 | i | 0.1 | 1 | 9
O=C(NCCc1ccccc1)Nc1cccc(Cl)c1 | 4 | -2 | 3 | 2 | 0 | i | -0.1 | 0 | 8

Next part
SMILES | MT1-MMP act inh | bovine MsrA act | FAS-TE inh | E coli Lon inh | PABP1 MLLE inh | Rpn11 inh | MsrA inhibitor | Rin1-Abl PPI inh | CSN deneddyl inh
C[C@H]1CN([C@@H](C)CO)C(=O)CCCn2nncc2CO[C@H]1CN(C)C(=O)c1ccc2ccn(C)c2c1 | 8 | -8 | -10 | 1 | 7 | i | 0.9 | -1 | 2
Oc1cccnc1CN1CCCCC1 | -3 | -6 | -8 | -3 | 12 | i | 1.8 | 3 | 2
CCOC(=O)C(C)Sc1nc2c(c(=O)[nH]c(=O)n2C)n1Cc1ccc(Cl)cc1 (centres undefined) | -1 | 2 | 9 | -11 | 4 | i | -0.1 | 0 | -1
CC(=O)N(CCc1ccccc1)Cc1cc2ccc(C)c(C)c2[nH]c1=O | 5 | -2 | 3 | -1 | 7 | i | 0.7 | -3 | 5
Cc1c(Cl)cccc1NS(=O)(=O)c1ccc(-c2ccc(=O)[nH]n2)o1 | 2 | -13 | -7 | 7 | -11 | i | -0.5 | 5 | 0
Cc1cc(C(=O)CSc2nn3c(=O)c(C(C)(C)C)nnc3s2)c(C)n1-c1ccc(F)cc1 | 1 | -1 | -128 | -8 | -34 | i | 0.7 | 2 | 6
Cc1nn2c(N3CCCC3)c3c(nc2c1-c1ccccc1)CCC3 | 1 | -3 | 4 | -17 | -6 | + | -0.6 | -4 | 2
O=C(Nc1ccc(N2CCN(c3ccc(C(F)(F)F)cn3)CC2)nc1)c1cccs1 | 7 | -7 | -8 | 9 | -15 | i | 0.6 | 0 | 7
CCn1ncc([N+](=O)[O-])c1C(=O)n1nc(C)cc1C | 4 | -8 | -13 | 10 | 4 | i | 1.8 | -2 | -1
COc1ccc(C2C(C(=O)c3sc(C)nc3C)=C(O)C(=O)N2CCCn2ccnc2)cc1OC (centres undefined) | -4 | -1 | -5 | 2 | 19 | i | 3.7 | -1 | -4
CCN(CC)c1c([N+](=O)[O-])c(=O)n(C)c2ccccc12 | 0 | -15 | -1 | -8 | 2 | i | 1.6 | 1 | -10
CCN(CC)C(=O)c1ccc2nc([C@H]3C[C@H](O)[C@@H](CO)O3)[nH]c2c1 | -1 | -4 | -3 | -9 | 12 | i | 0.3 | -4 | -7

Eleven of the compounds above, with tabs:
SMILES	MT1-MMP act inh	bovine MsrA act	FAS-TE inh	E coli Lon inh	PABP1 MLLE inh	Rpn11 inh	MsrA inhibitor	Rin1-Abl PPI inh	CSN deneddyl inh
COc1ccc(CCN(Cc2cc3ccc(C)cc3[nH]c2=O)C(C)=O)cc1OC	9	-4	-4	-4	6	i	-0.1	0	-2
O=C1CCN(Cc2ccccc2)CCN1CCO	-1	-8	-12	-4	-11	i	-0.2	4	-4
OCc1cccc[n+]1Cc1ccccc1	0	-5	-10	-1	6	i	-0.3	2	6
C=CCOc1cccc(C(=O)N2CCCC(CNS(=O)(=O)c3cccs3)C2)c1 (centres undefined)	-4	-10	-9	1	-15	i	0.8	2	-8
O=C(NCC1CCN(C(=O)c2ccc([N+](=O)[O-])cc2)CC1)c1ccc([N+](=O)[O-])cc1	-1	-1	17	2	6	i	0.5	1	4
O=C(Cn1cnc2ccccc21)Nc1ccc(SC(F)F)cc1	0	-4	1	-7	4	i	0.4	2	-4
O=C(O)CCNC(=O)C12CC3CC(CC(C3)C1)C2	3	-2	-2	-8	0	i	-0.3	1	-7
O=C(CC1Oc2ccccc2NC1=O)NCCCN1CCN(Cc2ccccc2)CC1 (centres undefined)	2	-3	-5	1	-31	i	.	-3	-8
O=C1CC2(CCCC2)Oc2ccc(F)cc21	5	0	-3	8	-4	i	-0.6	1	1
Cc1cccc(-c2nc3sc(C)cc3c(=O)o2)c1	2	-4	35	-2	12	i	-1.5	0	-4
COc1ccc2cc3cc(C(=O)N4CCN(c5ccccn5)CC4)oc3nc2c1	-3	-3	8	3	10	i	1.2	-4	-1

Further compounds:
SMILES | MT1-MMP act inh | bovine MsrA act | FAS-TE inh | E coli Lon inh | PABP1 MLLE inh | Rpn11 inh | MsrA inhibitor | Rin1-Abl PPI inh | CSN deneddyl inh
O=C1CC(=C2c3ccccc3-c3ccccc32)C(=O)N1CCCCN1CCN(c2ccccc2)CC1 | 2 | 0 | 16 | 7 | 14 | i | . | -3 | 1
CCOC(=O)N1CCN(C(=O)C(CC(C)C)NC(=O)C2CCCCC2)CC1 (centres undefined) | 0 | -3 | -5 | 3 | 10 | i | 0.9 | 1 | -2
O=c1[nH]c2ccccc2n1Cc1ccccc1 | -1 | 3 | -2 | 0 | -5 | i | -0.3 | 3 | 0
CC(NC(=O)Cc1ccc(-c2ccccc2)cc1)c1ccccc1 (centres undefined) | -7 | -4 | 2 | -1 | 17 | i | 0.0 | -1 | 0
O=C(O)c1cc(-c2ccco2)[nH]n1 | -5 | -2 | -10 | 13 | 23 | i | -0.3 | -2 | 0
O=C(COC(=O)C12CC3CC(CC(Br)(C3)C1)C2)Nc1c(F)cccc1F | -5 | 0 | 6 | 1 | 2 | i | -0.2 | 0 | 4
O=c1ccc(NS(=O)(=O)c2ccccc2Cl)cn1Cc1ccc(Cl)c(Cl)c1 | -2 | -3 | 3 | 5 | -28 | i | 0.1 | -6 | 7
CCn1c(C)cc(/C=C2/NC(=O)N(Cc3ccccc3F)C2=O)c1C | -7 | -3 | 8 | -16 | -3 | i | 1.0 | -2 | 6
COc1ccc(N2CCC(CNC(=S)Nc3cccc(C)c3)C2)cc1 (centres undefined) | 0 | -9 | -35 | -16 | -11 | i | -0.2 | 5 | -3
CCOC(=O)c1cccc(P(C)(C)=O)c1 | 2 | -4 | -6 | -5 | -2 | i | 0.3 | -1 | 0
O=C(Nc1ccccc1)C1Cc2ccccc2CN1C(=O)c1ccco1 (centres undefined) | -7 | 0 | -3 | 4 | -2 | i | 1.5 | 3 | 1
Cc1cc(NC(=O)c2cc(-c3ccccc3)on2)no1 | 6 | -4 | -6 | -6 | -3 | i | -0.6 | 0 | 1
O=C(Nc1nnc(-c2ccccc2)o1)c1cccc(N2C(=O)CCC2=O)c1 | -1 | -4 | -9 | 12 | -3 | i | 2.2 | 0 | -13
COc1cc(C(=O)NNC(=S)NC(=O)c2ccc(Cl)cc2)cc(OC)c1OC | 13 | 0 | -6 | 5 | 16 | i | 3.6 | -5 | -14
CSc1ncccc1C(=O)Nc1nc2ccc(F)cc2s1 | -5 | -4 | 3 | 7 | 0 | i | 0.1 | -10 | 3
CC(=O)Nc1ccc(NC(=O)CCC(=O)OCC(=O)c2ccc(C)c([N+](=O)[O-])c2)cc1 | 2 | -2 | 1 | 11 | 10 | i | 0.8 | 4 | 1
CCn1c(=S)sc2c(=O)n(CC(=O)NCCCc3ccccc3)c(C)nc21 | 2 | -1 | 17 | -2 | 7 | i | -0.2 | 4 | 3
CCC(C)OC(=O)C1=C(C)O[C@]23OC(N)=C(C#N)[C@]12C(=O)c1ccccc13 (some centres undefined) | -4 | -5 | -5 | -1 | 14 | i | 0.3 | 0 | -2

Screens from PubChem BioAssay.
